Screening data from PubChem.
5HT1E antag: 5-HT1E (human) receptor antagonism. CHO 5-HT1E Ga15 NFAT-bla reporter, FRET, antagonist. inhibition, % at 6 µM. actives 0.99% (n = 65,000);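 active means inhibition above a set limit, the mean inhibition across every tested compound plus 3 SD, cut at about 29% in these data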;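 further: signal is the 460 over 535 nm emission ratio of beta-lactamase substrate; 0% = agonist plus DMSO wells and 100% = wells without agonist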
HEK293 NFkB inh: inhibitors of the PMA/ionomycin-induced NF-kB reporter in HEK293 cells | HEK-293 NF-kB luciferase reporter, luminescence | inhibition, % at 3 µM | actives 0.21% (n = 62,000);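 active means inhibition above the mean of all tested compounds plus 3 SD, cut at about 40% in these data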;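 further: 0% = stimulated DMSO wells and 100% = 10 µM reference inhibitor 5653914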
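System: NF-kB luciferase reporter HEK-293 cells | Replication: Single test | Control set: DMSO vs reference inhibitor | Evaluation: % inhibition | Schedule: 1 h pretreatment, 16 h stimulation, 37 °C | Probe or stimulus: PMA with ionomycin | Compound dosing: One dose, 3 µM | Detection: Luciferase luminescence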
5HT1E ag: agonists of human 5-HT1E serotonin receptor. P28566. CHO 5-HT1E Ga15 NFAT-bla reporter, FRET; 0% DMSO wells, 100% control agonist wells. activation, % at 6 µM. actives 0.69% (n = 65,000). AID 574;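 active means activation above a set limit, the screen-wide mean activation plus 3 SD, cut at about 8.5% in these data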;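 further: 100% = positive control agonist at 1 µM giving full maximal response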
D1 allo mod: allosterically modulates the human D1 dopamine receptor; P21728; AID 641; B-score at 10 µM; actives 5.9% (n = 58,000); HEK293 D1, CRE-luciferase, dopamine EC30 potentiation; actives deviate in either direction;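 active means luminescence count or its row- and column-corrected plate score outside the 99.7% band of the plate's sample wells, on either side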
Target sequence (P21728 whole entry, looked up): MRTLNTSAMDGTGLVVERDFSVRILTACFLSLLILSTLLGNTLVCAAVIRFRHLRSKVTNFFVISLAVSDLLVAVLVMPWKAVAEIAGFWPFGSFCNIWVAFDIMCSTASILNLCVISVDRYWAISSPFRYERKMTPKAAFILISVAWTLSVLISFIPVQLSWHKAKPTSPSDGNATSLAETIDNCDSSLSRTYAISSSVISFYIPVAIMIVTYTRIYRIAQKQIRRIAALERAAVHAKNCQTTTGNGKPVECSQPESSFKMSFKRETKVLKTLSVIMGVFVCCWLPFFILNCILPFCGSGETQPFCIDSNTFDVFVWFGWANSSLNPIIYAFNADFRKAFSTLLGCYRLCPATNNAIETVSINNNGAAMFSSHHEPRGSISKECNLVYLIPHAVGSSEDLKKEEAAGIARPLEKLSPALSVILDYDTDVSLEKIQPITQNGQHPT
5HT1a antag: antagonists of human 5-HT1a serotonin receptor. P08908. CHO 5-HT1a Ga15 NFAT-bla reporter, antagonist mode. inhibition, % at 10 µM. actives 0.68% (n = 62,000). AID 612;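 active means inhibition above the mean of all tested compounds plus 3 SD, cut at about 43% in these data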;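 further: receptor stimulated by 5-CT agonist at 100 nM near EC80; beta-lactamase reporter measured by ratiometric fluorescence of a cleavable substrate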
HTR1A agonist: activates the human 5-HT1a serotonin receptor; P08908; CHO 5-HT1a Ga15 NFAT-bla reporter, FRET ratio; 0% basal, 100% maximal reference agonist; activation, % at 10 µM; actives 0.56% (n = 65,000);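 active means activation above the screen-wide mean activation plus 3 SD, cut at about 19% in these data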;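 further: 0% = DMSO wells and 100% = 5-CT at EC100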
S1P3 ag: S1P3 (human) receptor agonism; S1P3 NFAT-BLA reporter cells, FRET ratio; relative to 1 µM S1P, basal subtracted; activation, % at 4.5 µM; actives 0.1% (n = 60,000);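 active means activation above the screen-wide mean plus 3 SD, cut at about 4.5% in these data, passing the limit was not always enough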; further: some compounds called inactive have numbers as strong as hits
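Assay system: stable CHO line with human S1P3, Gα16, NFAT-BLA reporter; Detection: FRET β-lactamase substrate fluorescence, excitation 405 nm, 460/535 nm emission ratio, background-subtracted; Read-out: percent activation versus median 1 µM S1P response, basal-subtracted, per plate; Incubation: cells plated overnight, compound 4 h 37 °C, substrate 2 h RT.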
Jurkat tox 60K: cytotoxic compounds reducing Jurkat cell viability. Jurkat E6.1 viability, ATP luminescence, 48 h. inhibition, % at 4 µM. actives 1.2% (n = 56,000);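 active means inhibition above the mean inhibition of all tested compounds plus 3 SD, cut at about 28% in these data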
S1P1 ag-PAM: agonists and agonism potentiators of human S1P1 receptor | actives 0.57% (n = 56,000) | P21453 | S1P1 CRE-bla cells, forskolin, beta-lactamase FRET, potentiator mode; S1P1 agonist co-added at EC20, 2 nM; 100% = saturating reference agonist, 0% = basal | activation, % at 9.5 µM;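 active means activation above a cutoff set at the mean activation of all tested compounds plus 3 SD, cut at about 54% in these data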;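 further: forskolin at 4 µM as EC80 and the EC20 agonist is SEW2871; 100% = SEW2871 at its EC100 plus forskolin at EC80; some compounds past the cut are filed as inactive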
Target sequence (P21453 whole entry, looked up): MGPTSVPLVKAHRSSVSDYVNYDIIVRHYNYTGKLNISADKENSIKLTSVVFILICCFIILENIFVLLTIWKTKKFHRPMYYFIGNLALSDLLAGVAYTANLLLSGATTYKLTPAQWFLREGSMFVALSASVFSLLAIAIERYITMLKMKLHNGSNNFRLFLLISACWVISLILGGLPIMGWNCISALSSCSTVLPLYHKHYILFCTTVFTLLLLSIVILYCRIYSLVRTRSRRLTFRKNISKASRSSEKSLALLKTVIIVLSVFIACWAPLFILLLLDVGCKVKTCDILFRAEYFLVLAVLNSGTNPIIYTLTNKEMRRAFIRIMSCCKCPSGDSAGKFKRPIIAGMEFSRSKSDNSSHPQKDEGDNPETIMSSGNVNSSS
* = called active by the depositor; . = no result given.

entry	Molecule	5HT1E antag	HEK293 NFkB inh	5HT1E ag	D1 allo mod	5HT1a antag	HTR1A agonist	S1P3 ag	Jurkat tox 60K	S1P1 ag-PAM
1	Cc1cccc(COc2ccc(/C(O)=C3\C(=O)C(=O)N(CCN(C)C)C3c3ccncc3)cc2)c1 (stereo not drawn)	2	.	0.0	-0.35	.	-1.6	-3.2	.	5
2	OCCN(Cc1ccccc1)Cc1ccc(F)c(F)c1	-13	14	-0.1	1.2	8	-4.8	-2.2	-6	-19
3	CC(C)Cn1c(N)c(S(=O)(=O)c2cccs2)c2nc3ccccc3nc21	19	6	0.7	2.2	12	1.9	-0.1	-9	1
4	COCCCn1c(SCC(=O)NC(C)(C)C)nnc1-c1ccccc1	-15	2	-0.3	-0.25	-5	-0.8	0.1	-2	-16
5	Cc1cccc(-c2noc(CN(C(=O)CCc3ccccc3)C(C)C)n2)c1	13	15	-0.6	0.0032	15	-2.8	-0.4	8	2
6	Cc1noc(C)c1S(=O)(=O)N(CC(=O)Nc1ccc2c(c1)OCCO2)c1ccc(C(C)C)cc1	-3	13	0.4	-0.42	2	-0.6	-1.0	2	62
7	COc1ccc(N(CC(=O)N2CCc3ccccc32)S(=O)(=O)c2c(C)noc2C)cc1	-2	6	-0.7	.	7	-0.2	-1.8	-2	-3
8	O=C(NCc1ccco1)c1cccc(NC(=O)c2ccccc2)c1	14	21	0.8	-1.7	11	0.3	-0.6	-10	27
9	O=C(NCCSCc1ccco1)Nc1ccc(Cl)cc1	5	-4	0.0	-0.24	10	1.5	-0.1	-4	14
10	Cn1c(NCc2c[nH]c3ccccc23)nc2ccccc21	14	-13	-1.1	-2.4	33	-1.6	-1.4	4	22
11	CCOc1ccccc1NC(=O)N1CCCC1C(=O)Nc1ccc(-n2cnnn2)c(C)c1 (stereo not drawn)	2	15	0.7	0.79	0	-0.6	.	.	.
12	Cc1ccccc1CN1CCN(CC(=O)NCc2ccc3c(c2)OCO3)C1=O	-2	12	-0.3	-0.42	7	-2.7	.	.	.
13	CCCN1CCC(NC(=O)Nc2ccc(OC)c(OC)c2)CC1	-6	14	-0.2	-0.045	-3	0.6	-0.6	2	-7
14	CCOC(=O)c1[nH]c2ccc(OC)cc2c1NC(=O)CCN1CCC(C)CC1	-1	.	-0.1	-0.53	.	-1.6	-1.6	.	9
15	CC1=C(C#N)c2nc(N)c(C#N)c(C)c2/C1=C\c1ccccc1	-8	-2	-0.2	-0.13	-6	-0.3	-1.5	1	-21
16	CSc1nc2c(c(=O)n1Cc1ccccc1)SC(C)C2 (stereo not drawn)	17	10	-0.1	5.4*	5	-0.2	-1.2	-15	-9
17	O=C(Nc1ccccc1)N(CCN1CCOCC1)Cc1ccccc1F	-3	3	0.2	-0.32	6	-0.2	-0.5	13	13
18	O=C(CCSc1nc(-c2ccco2)cc(C(F)(F)F)n1)Nc1ccc2c(c1)OCO2	7	15	-0.2	-0.2	7	-0.7	-0.5	10	.
19	Nc1c(C(=O)NCc2ccco2)sc2nc3c(cc12)C(=O)CCC3	-10	-2	0.4	-0.59	21	2.7	-1.2	2	-29
20	Cc1ccccc1-n1nc(C)c2cc(C(=O)N3CCN(S(=O)(=O)c4ccc(F)cc4)CC3)sc21	0	12	0.4	-0.038	-2	5.8	-1.3	2	5

Sorted by the number under D1 allo mod (largest number first): some entries from above
nr	SMILES	5HT1E antag	HEK293 NFkB inh	5HT1E ag	D1 allo mod	5HT1a antag	HTR1A agonist	S1P3 ag	S1P1 ag-PAM
16	CSc1nc2c(c(=O)n1Cc1ccccc1)SC(C)C2 (stereo not drawn)	17	10	-0.1	5.4*	5	-0.2	-1.2	-9
18	O=C(CCSc1nc(-c2ccco2)cc(C(F)(F)F)n1)Nc1ccc2c(c1)OCO2	7	15	-0.2	-0.2	7	-0.7	-0.5	.
4	COCCCn1c(SCC(=O)NC(C)(C)C)nnc1-c1ccccc1	-15	2	-0.3	-0.25	-5	-0.8	0.1	-16
17	O=C(Nc1ccccc1)N(CCN1CCOCC1)Cc1ccccc1F	-3	3	0.2	-0.32	6	-0.2	-0.5	13
14	CCOC(=O)c1[nH]c2ccc(OC)cc2c1NC(=O)CCN1CCC(C)CC1	-1	.	-0.1	-0.53	.	-1.6	-1.6	9

Printed as active in D1 allo mod, among the entries above:
| # | SMILES | 5HT1E antag | HEK293 NFkB inh | 5HT1E ag | D1 allo mod | 5HT1a antag | HTR1A agonist | S1P3 ag | S1P1 ag-PAM |
| --- | --- | --- | --- | --- | --- | --- | --- | --- | --- |
| 16 | CSc1nc2c(c(=O)n1Cc1ccccc1)SC(C)C2 (stereo not drawn) | 17 | 10 | -0.1 | 5.4* | 5 | -0.2 | -1.2 | -9 |

Profiles as entered above. Order of values: 5HT1E antag | HEK293 NFkB inh | 5HT1E ag | D1 allo mod | 5HT1a antag | HTR1A agonist | S1P3 ag | Jurkat tox 60K | S1P1 ag-PAM
Cc1ccccc1-n1nc(C)c2cc(C(=O)N3CCN(S(=O)(=O)c4ccc(F)cc4)CC3)sc21 in the list: 0 | 12 | 0.4 | -0.038 | -2 | 5.8 | -1.3 | 2 | 5
Cc1ccccc1CN1CCN(CC(=O)NCc2ccc3c(c2)OCO3)C1=O in the list: -2 | 12 | -0.3 | -0.42 | 7 | -2.7 | . | . | .
CCOc1ccccc1NC(=O)N1CCCC1C(=O)Nc1ccc(-n2cnnn2)c(C)c1 (stereo not drawn) in the list: 2 | 15 | 0.7 | 0.79 | 0 | -0.6 | . | . | .

(cont.)
entry	Molecule	5HT1E antag	HEK293 NFkB inh	5HT1E ag	D1 allo mod	5HT1a antag	HTR1A agonist	S1P3 ag	Jurkat tox 60K	S1P1 ag-PAM
21	CCOC1(C(F)(F)F)NC(=O)N(Cc2ccc(OC)cc2)C1=O (stereo not drawn)	-3	7	0.1	0.035	6	-2.3	0.1	-3	-8
22	Cc1ccc(-n2ncc3c(=O)n(Cc4cccnc4)cnc32)cc1	-7	11	-0.7	-0.019	-7	-2.8	1.1	0	5
23	O=C(NCc1cccs1)C1CCCN(S(=O)(=O)c2cccc3cccnc23)C1 (stereo not drawn)	15	21	0.6	0.62	-8	-1.9	-1.4	12	-32
24	Cc1ccc(C)c(C(=O)NCc2ccncc2)c1	-4	6	-0.8	.	-1	-0.7	3.5	-1	3
25	COc1ccc(C)cc1NC(=O)c1nc2nc(C)cc(C)n2n1	-4	8	0.3	0.067	-18	0.3	-0.1	0	-6
26	CCNS(=O)(=O)c1ccc(NC(=O)Cn2nc(C(F)(F)F)cc2C)cc1	-3	8	-1.1	.	0	0.2	1.2	-4	-15
27	Cc1occc1C(=O)Nc1nnc(-c2ccncc2)s1	-4	-6	-1.6	0.12	-11	0.0	-0.5	-3	-19
28	CCOC(=O)c1sc(NC(=O)CSc2nnnn2-c2ccc(C)c(C)c2)nc1C	-6	12	-0.3	-0.04	-3	0.3	-0.6	-2	3
29	CCOC(=O)Nc1nnc(-c2ccc(OC)c(OC)c2)s1	6	11	0.0	2.6	5	0.0	-0.6	7	-13
30	CC(C)C(OC(=O)C1CCCO1)C(=O)NC1CCCC1 (stereo not drawn)	-10	7	0.0	-0.052	-9	-1.0	1.3	6	-6
31	O=C(NCc1cccs1)Nc1cccs1	-3	7	0.3	-0.55	9	-1.3	-0.3	-10	22
32	O=C(CCn1c(=O)oc2ccccc21)Nc1ccc2c(c1)OCCO2	3	0	0.7	-0.43	-10	3.4	-0.8	-3	-6
33	CCn1c(SCc2nc(CC(=O)Nc3ccccc3OC)no2)nnc1-c1cccs1	0	21	0.1	0.52	1	-1.4	-0.8	-5	25
34	CCCSC1=C(C#N)C(c2ccc(O)c(OC)c2)CC(=O)N1 (stereo not drawn)	-2	8	-0.1	0.48	10	-2.7	0.1	-3	-16
35	O=C(Nc1ccc2nn(-c3ccccc3)nc2c1)c1ccc(Br)o1	2	2	-0.4	-0.53	-1	-1.9	0.5	-5	-6
36	Cc1nc(C)c(C(=O)Nc2ccccc2)s1	16	9	-0.4	2.3	-4	-1.3	-0.5	-2	-18
37	CCn1[nH]c(=O)c(=Nc2c(C)n(C)n(-c3ccccc3)c2=O)cc1-c1ccc(Cl)cc1	-5	13	0.1	1.3	14	-4.1	0.6	-3	-22
38	CC(=O)c1cccc(N(CC(=O)Nc2cccnc2)S(C)(=O)=O)c1	3	15	-2.2	0.88	-2	-3.0	-0.1	13	-7
39	Cc1ccc(C)c(-n2c(CNc3ccc(F)cc3)nnc2SCC(N)=O)c1	5	15	-1.3	0.015	4	-2.9	-0.5	5	4
40	O=C(CC1CCCC1)Nc1nc2ccccc2[nH]1	-1	-15	0.1	-1.3	-9	-0.6	-0.4	-4	10
41	CCCCc1c(O)n2c(nc3ccccc32)[nH]c1=O	-3	6	-1.1	-0.46	-8	-1.8	-0.7	0	-1
42	CCCc1noc2c1/C(=N\O)CC(CC(C)SCC)C2 (stereo not drawn)	15	10	-0.7	2	2	-1.6	-1.8	7	10
43	Cc1nnc(SCc2ccc(Cl)cc2)n1CC1CCCO1 (stereo not drawn)	10	21	-1.3	0.018	7	-2.7	-1.7	15	16
44	COc1ccc(-c2cn3c(C)c(C(=O)Nc4cccc(NC(C)=O)c4)sc3n2)cc1	19	-15	0.1	0.41	42	-1.6	-0.9	14	24
45	CCCc1nnc(NC(=O)CCC(=O)N2CCCCC2CC)s1 (stereo not drawn)	0	11	-0.5	0.017	3	-0.8	-1.2	0	7
46	CC(=O)NC(Cc1ccc(C(C)C)cc1)C(=O)NC1CCN(c2nc(C)cc(C)n2)CC1 (stereo not drawn)	7	2	-1.2	0.049	5	-0.3	-2.0	-3	2
47	COc1ccc(CNC2=CC(=O)CC(C)(C)C2)cc1	-6	11	-0.8	0.078	14	-1.5	-1.7	-1	-9
48	Cc1ccc(C(c2sc3nc(C)nn3c2O)N2CCN(c3ccccc3F)CC2)cc1 (stereo not drawn)	-8	12	-0.6	-0.31	-2	0.7	0.9	-2	15
49	CCn1cnc2cc(NCc3ccncc3)ccc21	1	10	-0.1	0.82	1	1.7	-0.6	-12	6
50	COc1ccc(N=CC2=C(O)CCCC2=O)cc1	6	9	-0.6	0.5	27	-3.7	-2.0	2	-8
51	COC(=O)C1=CNC=C(C(=O)OC)C1c1cccc(OC)c1	-4	-4	2.6	-0.062	-14	3.7	-0.1	-3	-33
52	O=C(O)c1cc(CN2CCOCC2)oc1-c1ccccc1	-1	6	0.8	0.33	-2	-0.1	0.1	-3	.
53	CCCn1c(O)c(CN2CCCCC2)c(C)c(C#N)c1=O	3	5	-1.1	-0.25	-3	-4.4	-1.5	-1	-17

3 entries picked at random from those above, as already listed:
entry	Molecule	5HT1E antag	HEK293 NFkB inh	5HT1E ag	D1 allo mod	5HT1a antag	HTR1A agonist	S1P3 ag	Jurkat tox 60K	S1P1 ag-PAM
13	CCCN1CCC(NC(=O)Nc2ccc(OC)c(OC)c2)CC1	-6	14	-0.2	-0.045	-3	0.6	-0.6	2	-7
32	O=C(CCn1c(=O)oc2ccccc21)Nc1ccc2c(c1)OCCO2	3	0	0.7	-0.43	-10	3.4	-0.8	-3	-6
40	O=C(CC1CCCC1)Nc1nc2ccccc2[nH]1	-1	-15	0.1	-1.3	-9	-0.6	-0.4	-4	10
